Screening results deposited in PubChem BioAssay by The Scripps Research Institute Molecular Screening Center.
MITF primary: MITF inhibitors, primary screen, biochemical, AlphaScreen, human. 0.91% of 650,000 active. inhibition, % at 2.6 µM. AlphaScreen MITF homodimerization, bead proximity signal. Microphthalmia-associated transcription factor (Homo sapiens), O75030. AID 1259374, 2018; in the data active = inhibition above about 50%;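 note: 0% = vehicle wells with protein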
Target sequence (O75030 whole entry, looked up): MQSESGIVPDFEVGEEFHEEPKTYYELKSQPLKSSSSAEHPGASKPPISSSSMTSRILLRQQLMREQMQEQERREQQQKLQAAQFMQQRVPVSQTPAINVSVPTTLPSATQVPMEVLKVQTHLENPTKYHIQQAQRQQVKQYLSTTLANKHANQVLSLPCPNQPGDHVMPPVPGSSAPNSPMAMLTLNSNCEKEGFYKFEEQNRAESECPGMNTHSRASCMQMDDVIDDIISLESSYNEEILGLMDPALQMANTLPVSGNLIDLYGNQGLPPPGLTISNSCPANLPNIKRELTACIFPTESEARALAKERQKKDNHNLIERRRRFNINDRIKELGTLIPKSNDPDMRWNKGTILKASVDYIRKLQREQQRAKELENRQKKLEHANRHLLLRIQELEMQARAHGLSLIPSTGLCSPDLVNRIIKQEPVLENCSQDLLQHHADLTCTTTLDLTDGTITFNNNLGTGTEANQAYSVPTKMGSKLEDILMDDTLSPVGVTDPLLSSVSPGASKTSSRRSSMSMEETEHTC
FBW7 act: FBW7 E3 ligase activators, primary screen, biochemical, AlphaScreen, human | F-box/WD repeat-containing protein 7 (Homo sapiens), Q969H0 | AlphaScreen FBW7–phospho-cyclin E peptide binding, activator screen | normalized activity (activation), % at 26.1 µM | 0.13% of 650,000 active; in the data active = normalized activity above about 1.9%;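 note: purified mutant Fbw7 with reduced substrate affinity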
TEAD-YAP block: TEAD-YAP interaction inhibition, primary screen, TEAD-YAP interaction inhibitor project, luminescence, HEK-TIYL cells. AID 1259422, 2018. TEAD-Gal4/YAP UAS-luciferase luminescence. 1.4% of 640,000 active. inhibition, % at 9.12 µM; in the data active = inhibition above about 32%;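 note: 0% = median of test compound wells and 100% = reference inhibitor wells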
GPR151 ag: activators of human GPR151, primary screen, cell-based, PathHunter beta-arrestin, luminescence. G-protein coupled receptor 151 (Homo sapiens), Q8TDV0. PathHunter beta-arrestin GPR151 cells. activation, % at 11.2 µM. 1% of 650,000 active; in the data active = activation above about 4.9%;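 note: 0% = median of compound wells and 100% = cells with positive control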
Target sequence (Q8TDV0 whole entry, looked up): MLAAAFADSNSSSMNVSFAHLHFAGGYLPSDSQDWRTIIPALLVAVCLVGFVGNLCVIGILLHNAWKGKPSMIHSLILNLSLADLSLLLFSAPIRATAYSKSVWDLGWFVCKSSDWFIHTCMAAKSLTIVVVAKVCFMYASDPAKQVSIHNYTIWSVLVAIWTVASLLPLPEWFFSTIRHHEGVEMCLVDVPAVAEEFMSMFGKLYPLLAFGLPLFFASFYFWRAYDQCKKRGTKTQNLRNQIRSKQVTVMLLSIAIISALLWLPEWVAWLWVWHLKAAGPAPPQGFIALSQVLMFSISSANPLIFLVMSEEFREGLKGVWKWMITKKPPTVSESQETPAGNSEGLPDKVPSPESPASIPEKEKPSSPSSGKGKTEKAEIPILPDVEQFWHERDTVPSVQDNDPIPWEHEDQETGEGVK
* hit, by the source's call; x = not tested or not shown; & = joins results of further samples. Not all compounds are listed; count on the stated rates, not on these rows.

structure,MITF primary,FBW7 act,TEAD-YAP block,GPR151 ag
c1nc2nc3c(c(N4CCNCC4)n2n1)CCCC3,5.7,1.1,11.8,-0.8
CC(Cc1ccc(F)cc1)NC1CCC(O)CC1 (stereo not given),-7.1,0.6,4.2,1.3
CCOC(=O)C1C2NC(=S)N(CCOC)C1(C)Oc1ccc(Br)cc12 (stereo not given),15.7,-0.4,-5.1,0.5
N#CC1=C(SCc2ccccc2)SCNC1=O,-0.3,-0.1,1.3,1.4
CCOC(=O)C1C2NC(=S)N(c3ccc(F)cc3)C1(C)Oc1ccccc12 (stereo not given),24.9,-0.3,1.0,-0.2
CC(=O)c1ccc(OCC(=O)N2CCCC(N(C)CCc3ccccc3)C2)cc1 (stereo not given),18.7,0.1,-2.0,5.0*
CN(C)C(=O)Oc1cc(OC(=O)N(C)C)cc(C(O)CNC(C)(C)C)c1 (stereo not given),3.8&-9.6&-4.8,0.1&-0.1&-0.1,11.1&-1.9,-1.5&-1.7&-0.1
CCN1CCN(Cc2cc([N+](=O)[O-])ccc2Cl)CC1,12.9,0.0,0.3,0.6
Cc1nc2ccccc2c(=O)n1-c1ccc(Cl)c(Cl)c1,7.6,-0.1,-10.0,-0.5
COc1ccccc1N1CCN(CCc2ccccc2)CC1,-19.7,-0.1,6.3,-1.0
O=c1oc2ccccc2c(O)c1C(c1ccccc1)c1c(O)c2ccccc2oc1=O,-12.7,0.0,-2.8,0.1
CC(=O)O[C@H]1CC[C@]2(C=O)C3CC[C@]4(C)[C@@H](C5=CC(=O)OC5)CC[C@]4(O)[C@@H]3CC[C@]2(O)C1 (stereo not given in full),4.6,0.0,102.2*,0.0
CCCCOc1cc(C)cc2oc(=O)c3c(c12)CCCC3,3.9,-0.1,10.4,0.3
c1ccc(CN2CCc3nc4ncccc4cc3C2)cc1,2.4,-0.2,-4.3,-1.5
CN1CCC23CCCC[C@H]2C1Cc1ccc(O)cc13 (stereo not given in full),11.1,0.1,-3.1,0.9
CCC(COC(=O)NC)NC(=O)Oc1ccccc1 (stereo not given),-0.9,0.1,-0.6,5.8*
COc1cccc([C@@H]2CCNC[C@H]2O)c1,13.6,-0.1,-4.0,0.0
CCCCn1c(N)c(C(=O)NCCC)c2nc3ccccc3nc21,-12.1,-0.3,3.5,-1.1
CCOC1Oc2ccc(OS(C)(=O)=O)cc2C1(C)C (stereo not given),6.4,0.0,-5.2,-0.4
Nc1cc(C(=O)NC2CCCCNC2=O)ccc1N1CC2CC(C1)c1cccc(=O)n1C2 (stereo not given),7.2,-0.1,8.8,1.0
CC(C)(C)c1o[nH]c(=O)c1CC(N)C(=O)O (stereo not given),25.2&5.1,0.1&0.0,-0.6,-0.3&0.0
O=C1C2CCN(CC2)C1Cc1ccc(OCCOc2ccccc2)cc1 (stereo not given),-16.7,-0.1,-6.1,0.4
Cn1ccnc1C1(O)CC2CCC(C1)N2 (stereo not given),9.7,0.0,-8.1,-0.7
CCN1CCN(c2nc(C)cc(=O)[nH]2)CC1,6.1,1.1,4.5,0.5
CC1(C)Cc2c(C#N)c(N3CCNCC3)nc(Cc3ccccc3)c2CO1,18.4,0.0,-3.6,-0.2
CNc1cnn(C23CC4CC(CC(C4)C2C(=O)O)C3)c(=O)c1Cl (stereo not given),5.3,0.0,9.4,0.8
Cc1ccc(NC(=O)c2cn(CCC#N)nc2-c2ccccc2)c([N+](=O)[O-])c1,-1.3,0.1,-4.7,-0.7
N=C1c2ccccc2CN1Cc1ccco1,15.0,0.0,-1.2,-2.1
CC(=O)Nc1ccc(C2N3CCCN23)cc1 (stereo not given),4.2,0.1,2.2,0.4
Cc1ccc(C=C2C(=O)NC(=O)NC2=O)cc1[N+](=O)[O-],-15.2,-0.2,-9.3,-0.2
Cc1ccc2c(c1)C1CN(C)CCC1N2C(=O)c1cccnc1Cl (stereo not given),0.9,0.0,2.3,-0.2
CC(C)N(C(=O)CC1(CC(=O)N(C(C)C)C(C)C)C(=O)NC(=S)NC1=O)C(C)C,-1.8,-0.1,3.5,-0.1
CC1=C2C[C@H]3[C@@H](CC=C4C[C@@H](O)CC[C@@]43C)[C@@H]2CC[C@]12O[C@@H]1C[C@H](C)CN[C@H]1[C@H]2C,17.1,0.1,0.8,-1.6
O=C(Nc1ccccc1)C(Cl)(Cl)Cl,3.3,0.1,-23.1,-1.1
Nc1ncnc2c1ncn2[C@@H]1O[C@H](COP(=O)(O)CP(=O)(O)OP(=O)(O)O)[C@H](O)C1O (stereo not given in full),10.6,-0.2,-3.9,-1.5
CCC1(C(=O)c2ccc(C)cc2)C2c3cc(Br)ccc3OC(=O)C21C(=O)OC (stereo not given),-2.9,0.1,5.5,0.0
COc1ccccc1CN1CCN(Cc2ccccc2Br)CC1,71.2*,0.0,-16.0,-1.7
O=C(c1cccnc1)N(Cc1cccnc1)C1CCN(CCCc2ccccc2)CC1,-1.7,0.1,-2.3,-0.9
CC(=O)N1CCN(Cc2ccc(Cl)nc2)CC1,10.1,-0.1,-2.4,1.3
CC1CC2(O)c3nonc3CCC2N1O (stereo not given),9.2,0.8,-6.3,-0.4
CCOc1cccc(OCC)c2c(C)[n+](Cc3ccccc3)c(C)c1-2,11.2,0.1,0.4,-0.6
C#CCN(C)C(C)Cc1ccccc1 (stereo not given),-9.6,0.1,1.0,-1.0
COc1cc(C=C(C#N)C#N)cc2c1OCO2,14.6,-0.1,-8.9,1.0
COP1(=S)/C(=C2/N(C)c3ccccc3C2(C)C)C=NN1c1ccccc1 (stereo not given),12.1,-0.1,6.1,-0.4
NCCc1c[nH]c2ccc(O)cc12,19.9&7.0,0.6&-0.1,-4.7,0.6&-0.2
CC1CN=C(NCc2ccccc2)S1 (stereo not given),16.2,0.1,-0.8,-1.4
CC(C)N1CCN(Cc2ccncc2)CC1,81.8*,0.5,-1.0,-1.2
O=C(Cc1c(F)cccc1Cl)N1CCN(Cc2ccc3c(c2)OCO3)CC1,11.3,0.4,14.1,1.3
N#Cc1ccc(NC(=O)c2ccco2)cc1Cl,-0.8,0.0,-26.7,0.1
COc1ccccc1CC(=O)N1CCN(Cc2ccccc2)CC1,0.3,-0.5,-8.2,1.9

The list goes on.
structure,MITF primary,FBW7 act,TEAD-YAP block,GPR151 ag
O=C1c2ccccc2-c2onc3ccc(NCCBr)c1c23,5.9,-0.7,-5.8,-1.4
COP1(=S)C2=C(N3CCCC3)CCCC2=NN1c1ccccc1 (stereo not given),4.1,-0.2,8.1,-0.5
CC(C)OC(=O)C1=C(N)OC2=C(C(=O)CC(C)(C)C2)C12C(=O)Nc1ccccc12 (stereo not given),3.7,-0.1,4.3,0.1
CN(C(=O)Oc1ccc(F)cc1)c1ccccc1,11.1,0.0,3.2,2.0
c1ccc2c(CN3CCOCC3)c[nH]c2c1,-11.2,0.0,-1.6,-0.5
CCCCC/C=C\C/C=C\C/C=C\C/C=C\CCCC(=O)Nc1ccc(O)cc1C,-1.5,x,x,0.7
CCCC1=C(C(=O)OC(C)(C)C)C2(C(=O)Nc3ccccc32)C(C(=O)OCC)=C(N)O1 (stereo not given),-3.7,0.0,5.2,0.8
O=C(Nc1ccc(Cl)cc1C(=O)c1ccccc1)c1ccc(-c2ccccc2)cc1,-1.9,0.0,4.4,1.7
O=C(CCCN1CCC2(CC1)C(=O)N(Cc1cccc(F)c1)CN2c1ccccc1)c1ccc(F)cc1,15.9,-0.1,x,6.7*
O=c1c2cc(I)ccc2nc(/C=C/c2ccc(O)cc2)n1-c1ccccc1,-8.5,0.1,4.7,-1.2
COC(=O)CC1=C(C(=O)OC)C2(C(=O)Nc3ccc(F)cc32)C(C#N)=C(N)O1 (stereo not given),-5.9,0.0,-0.5,-0.2
CN(C(=O)c1ccc(N2CC3CC(C2)c2cccc(=O)n2C3)c(N)c1)C1CCCCC1 (stereo not given),-4.5,-0.1,1.6,0.1
COc1cccc(/C=c2\sc3n(c2=O)C2c4ccccc4OC(C)(N=3)C2C(C)=O)c1O (stereo not given),-3.3,0.0,0.6,-1.2
COc1cccc(CN(C)C(=O)c2cn(CCN3CCCC3)c3cc(-c4cn[nH]c4)ccc23)c1,1.9,-0.4,-6.6,1.1
CCC1(C)CC2(CCCN(CCO)C2)CCO1 (stereo not given),-0.1,0.1,-1.0,0.3
CCOC(=O)CN1C(=O)C2(C(C(=O)OC)=C(C)OC(N)=C2C(=O)OC)c2ccccc21 (stereo not given),30.8,0.1,10.2,-0.5
COc1ccc(O)c(CN2CCN(C)CC2)c1,16.2,0.1,1.9,-2.2
C[C@]12CC[C@H](O)C[C@H]1CC[C@@H]1[C@@H]2CC[C@]2(C)[C@@H](C3=CC(=O)OC3)[C@@H](O)C[C@]12O,22.3&-3.9,0.1&-0.1,95.1*,-0.6&-0.5
Cn1ccnc1SCc1nc2ccccc2c(=O)n1-c1ccccc1Cl,-0.6,0.0,-5.1,0.2
Cc1cccc(C)c1-n1nnnc1C1(N(C)O)CCCCC1,6.8,0.0,3.3,-0.9
O=C1CC(=O)N(c2ccccc2F)C(=S)N1,6.7,-0.1,1.4,0.9
CC[C@@]1(O)C[C@H](O[C@H]2C[C@H](N(C)C)[C@H](O)[C@H](C)O2)c2c(cc3c(c2O)C(=O)c2c(O)ccc(O)c2C3=O)[C@H]1C(=O)OC,16.7,-0.2,-9.0,0.9
CCOC(=O)C1C2NC(=S)N(c3ccc(Cl)cc3)C1(C)Oc1ccccc12 (stereo not given),10.8,-0.7,15.4,-0.3
S=C(c1ccc(Cl)c(Cl)c1)N1CCOCC1,-14.6,-0.2,3.0,0.6
COC(=O)C1C(=O)NC2(C)CC1c1cc(OC)ccc1O2 (stereo not given),11.9,0.1,3.0,0.1
COC(=O)C12CC3=CCC4C(=O)N(c5ccccc5)C(=O)C4C3Cc3ccccc3[C@@H]1CNC2=O (stereo not given in full),14.1,0.2,x,2.4
COc1cccc2cc(-c3cc(=O)oc4cc(OC(=O)N(C)C)ccc34)c(=O)oc12,4.7,0.2,9.2,0.5
NC1CC1c1ccccc1 (stereo not given),30.1&-8.5,0.1&0.1,1.4,1.2&-1.0
CCOc1cc(C=C2C(=O)NC(=O)NC2=O)cc(Cl)c1O,0.5,-0.5,-0.4,2.3
N#Cc1ccc(NC(=O)CN2CCCCC2)cc1Cl,6.2,0.1,0.9,-0.5
CC(=O)c1ccc(N2CCNCC2)c(F)c1,1.3,0.0,9.7,1.5
Clc1cnc2nc3c(cc2c1)CN(CCc1cccs1)CC3,3.0,-0.2,7.6,2.9
CC1(C)COC(Nc2cccc(Cl)c2)=N1,-8.6,0.1,-10.4,1.4
CCCCOc1ccc(C2C(C#N)=C(N)Oc3c2c(=O)oc2ccccc32)cc1 (stereo not given),1.1,0.1,3.9,0.2
C[N+]1(C)C2CCC1CC(OC(=O)C(c1ccccc1)c1ccccc1)C2 (stereo not given),-6.1,-0.1,-0.9,-0.6
Cc1[nH]c2ccccc2c1CCNCc1ccco1,7.3,0.3,9.2,2.1
N=C1c2ccccc2CN1CCSC(F)(F)F,17.9,0.0,-17.0,0.7
c1ccc(CNc2c3c(nc4ccccc24)CCC3)cc1,16.9,0.0,19.9,0.8
O=C1OC(c2cncc(Br)c2)=N/C1=C\c1ccc(Br)cc1,0.9,0.0,-4.0,-1.4
N#CC1=C(N)Oc2c(c(=O)oc3ccccc23)C1c1ccc(F)cc1F (stereo not given),12.7,0.0,2.9,1.7
C=CC1CN2CCC1CC2C(OC(=O)C1CC1)c1ccnc2ccccc12 (stereo not given),11.0,-0.2,1.9,0.1

Entries of single compounds from above. Screens in order: MITF primary | FBW7 act | TEAD-YAP block | GPR151 ag
COc1cccc2cc(-c3cc(=O)oc4cc(OC(=O)N(C)C)ccc34)c(=O)oc12 in the list: 4.7 | 0.2 | 9.2 | 0.5
O=C1OC(c2cncc(Br)c2)=N/C1=C\c1ccc(Br)cc1 in the list: 0.9 | 0.0 | -4.0 | -1.4
CCCCOc1ccc(C2C(C#N)=C(N)Oc3c2c(=O)oc2ccccc32)cc1 (stereo not given) in the list: 1.1 | 0.1 | 3.9 | 0.2

Four entries picked at random from those above:
structure,MITF primary,FBW7 act,TEAD-YAP block,GPR151 ag
COc1cccc2cc(-c3cc(=O)oc4cc(OC(=O)N(C)C)ccc34)c(=O)oc12,4.7,0.2,9.2,0.5
CCOc1cc(C=C2C(=O)NC(=O)NC2=O)cc(Cl)c1O,0.5,-0.5,-0.4,2.3
Clc1cnc2nc3c(cc2c1)CN(CCc1cccs1)CC3,3.0,-0.2,7.6,2.9
C[N+]1(C)C2CCC1CC(OC(=O)C(c1ccccc1)c1ccccc1)C2 (stereo not given),-6.1,-0.1,-0.9,-0.6
